# Hep lipid drop: inhibitors of hepatocyte lipid droplet formation, primary screen, imaging, high-throughput imaging, BODIPY stain | AML12 mouse hepatocytes, oleate lipid droplets | inhibition, % at 6.5 µM | actives 0.4% (n = 240,000) | AID 1656, 2009;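 active = lipid droplet intensity inhibited by at least 50%, with more than 500 cells counted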
#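 Technique: fluorescence imaging, 20x objective, two fields per well / Assay system: AML12 hepatocytes (mouse) / Measure: % inhibition of lipid droplet signal / Doses: 6.5 µM single-point dosing / Incubation: overnight exposure / Reagent: 100 µM oleic acid challenge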
# Yfh1-off respiration: enhancers of respiration in Yfh1-depleted yeast, dose response, Friedreich's ataxia, plus single-dose screen (AID 1465); actives 0.074% (n = 220,000); one-dose fold induction at 50 µM; EC50 in µM for titrated hits; S. cerevisiae Yfh1-off respiration, WST-1 reduction, 72 h; higher fold induction means a stronger effect;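 active = fold induction of absorbance versus untreated yeast above a set limit, then at least 30% activation at any dose in follow-up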;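 also: activators that raise dye reduction in frataxin-depleted yeast; strong numbers were not always called active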
# NOD2 inhibition: NOD2 signaling inhibitors, cell-based, luminescence, uHTS, HEK293 (AID 1566). HEK293 NOD2/NF-kB luciferase reporter, luminescence; higher % means a stronger effect. inhibition, % at 4 µM, or EC50 in µM where a hit was titrated. actives 0.63% (n = 290,000); in the data active = inhibition above about 50%; also: many of its hits are not listed in these tables
# Hep lipid drop cells 6.5 µM: further read-out of Hep lipid drop, marked with its call; cell count; measured here: cell count, cytotoxicity flag;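 cells counted across two imaged fields per well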
# Active calls of the source: *; i = inactive; x = not tested or not shown. Some of the compounds tested; rates above refer to the full screens.
smiles | Hep lipid drop | Hep lipid drop cells 6.5 µM | Yfh1-off respiration | NOD2 inhibition
C[C@]12N[C@H](Cc3ccccc31)c1ccccc12 | x | x | i | x
COC(=O)C1=C(c2cc3ccccc3o2)C[C@@H]2CC[C@H]1N2C(=O)NCCO | x | x | i | x
CCC/C=C(\CCC)C(NP(=O)(c1ccccc1)c1ccccc1)c1ccccc1 (configuration not stated) | x | x | i | x
NCCc1ccccc1 | x | x | i | x
O=C(NC1CCCCC1)[C@@H]1CC=C[C@@H]2CCN(Cc3ccccc3)C(=O)[C@@H]21 | x | x | i | x
COC(=O)C1=CO[C@H](C)[C@H]2CN3CC[C@@]4(C(=O)Nc5ccccc54)[C@@H]3C[C@H]12 | x | x | i | x
COC(=O)C1=C(c2ccccc2)C[C@@H]2CC[C@H]1N2C(=O)NCc1cccc2ccccc12 | x | x | i | x
COc1ccc2c(c1O)-c1cccc3c1[C@@H](C2)N(C)CC3 | x | x | i | x
CN1C2CCC1CC(OC(c1ccccc1)c1ccccc1N)C2 (configuration not stated) | x | x | i | x
CC(N)Cc1c[nH]c2ccc(OCc3cccs3)cc12 (configuration not stated) | x | x | i | x
C[C@H]1C/C=C/[C@H]2[C@H](O)[C@H](C)[C@@](C)(O)[C@H]3[C@H](Cc4ccccc4)NC(=O)[C@]32[C@H](O)/C=C/[C@](C)(O)C1 | x | x | i | x
Cc1cccc(N/N=C/c2c(O)[nH]c(=S)[nH]c2=O)c1 | x | x | i | x
C[N+]1(CCC(C(N)=O)(c2ccccc2)c2ccccc2)CCCCC1 | x | x | i | x
COC(=O)C1=C(c2cccc(OC)c2OC)C[C@@H]2CC[C@H]1N2C(=O)NCC1CC1 | x | x | i | x
COC(=O)C1=C(c2ccc(S(C)(=O)=O)cc2)C[C@@H]2CC[C@H]1N2C(=O)NCc1ccc(C(F)(F)F)cc1 | x | x | i | x
Clc1cc(I)cc(Cl)c1NC1=NCCN1 | x | x | i | x
COC(=O)C1=C(c2cccc(OC)c2OC)C[C@@H]2CC[C@H]1N2C(=O)NCCS(C)=O (some centres not stated) | x | x | i | x
COC(=O)C1=C(c2ccccc2)C[C@@H]2CC[C@H]1N2C(=O)NCCO | x | x | i | x
COC(=O)C1=C(c2ccc(S(C)(=O)=O)cc2)C[C@@H]2CC[C@H]1N2C(=O)NC1CCCCC1 | x | x | i | x
CCN1C[C@@]2(COC)C3[C@@H](OC)[C@H]4[C@@H]1[C@@]3(C1C[C@H]3[C@H](OC(=O)c5ccccc5)C1[C@]4(OC(C)=O)C[C@H]3OC)[C@@H](OC)C[C@H]2O (some centres not stated) | x | x | i | x
COC(=O)C1=C(c2cccc(OC)c2OC)C[C@@H]2CC[C@H]1N2C(=O)N1CCCCC1 | x | x | i | x
COC(=O)C1=C(c2cccc(OC)c2OC)C[C@@H]2CC[C@H]1N2C(=O)NCc1ccccc1 | x | x | i | x
Nc1ccc(CCN2CCN(c3cccc(C(F)(F)F)c3)CC2)cc1 | x | x | i | x
CCOC(=O)C1(c2ccccc2)CCN(CCC(C#N)(c2ccccc2)c2ccccc2)CC1 | x | x | i | x
COC(=O)C1=C(c2cc3ccccc3o2)C[C@@H]2CC[C@H]1N2C(=O)N1CCCCC1 | x | x | i | x
O=C(C[N+]12CCC(CC1)C(CO)C2)c1ccc(Br)cc1 (configuration not stated) | x | x | x | 2%
CCN(CC)C(=O)c1ccc(N(Cc2ccccc2)S(C)(=O)=O)cc1 | x | x | x | 9%
CN1CC(C(=O)c2ccc(Cl)cc2)C(c2ccc(Cl)cc2Cl)C1 (configuration not stated) | x | x | x | -10%
Cc1ccc(Cn2ccccc2=N)cc1 | x | x | x | 4%
O=C(/C=C/c1ccccc1)NC(=S)N1C[C@H]2C[C@H](C1)c1cccc(=O)n1C2 | x | x | x | 0%
COc1ccc2c(C)c(CC(=O)N3C[C@H]4C[C@@H](C3)c3cccc(=O)n3C4)c(=O)oc2c1C | x | x | x | 18%
Clc1ccccc1N1CCN(Cc2ccc3c(c2)OCO3)CC1 | x | x | x | -66%
COc1ccc(N2C(=O)/C(=C/c3ccc(N(C)C)o3)C(=O)NC2=S)cc1 | x | x | x | 1%
COc1cccc(OC)c1C(=O)NC(=S)N1C[C@H]2C[C@H](C1)c1cccc(=O)n1C2 | x | x | x | 10%
CC1=C[C@@H]2c3cccc4[nH]cc(c34)C[C@H]2N(C)C1 | x | x | x | 20%
COC(=O)c1ccccc1NC(=O)N1C[C@@H]2C[C@@H](C1)c1cccc(=O)n1C2 | x | x | x | -2%
C[C@H]1O[C@@H](OC2CC[C@]3(C=O)[C@H]4CC[C@]5(C)[C@@H](C6=CC(=O)OC6)CC[C@]5(O)[C@@H]4CC[C@]3(O)C2)CC2OC(C)(C)OC21 (some centres not stated) | x | x | x | 73%*
CN(C)C(Cc1ccccc1)C(=O)c1c[nH]c2ccccc12 (configuration not stated) | x | x | x | -14%
OC1(c2ccccc2)CCNC2CCCCC21 (configuration not stated) | x | x | x | 7%
CCCN(CC1CC1)CC(O)c1ccccc1 (configuration not stated) | x | x | x | 0%
COc1ccc(/C=C/C(=O)NC(=S)N2C[C@H]3C[C@H](C2)c2cccc(=O)n2C3)cc1 | x | x | x | -16%
CN1CCC(=O)N(CCN=[N+]=[N-])CC1 | x | x | x | 2%
CCCOc1ccccc1NP(=O)(Oc1ccccc1)Oc1ccccc1 | x | x | x | 8%
Cc1ccc(NS(=O)(=O)c2ccc(OCC(=O)N3CCN(C)CC3)cc2)cc1 | -7 | 816 | x | 13%
Cc1ccc(C)c(NP(=O)(Oc2ccccc2)Oc2ccccc2)c1 | -30 | 870 | x | 12%
C[C@]12C=CC(=O)C=C1C=C[C@@H]1C2CC[C@]2(C)C(=O)CCC12 (some centres not stated) | -14 | 876 | x | -11%
CCCCn1c(=O)c(C(=O)NCc2ccc(Cl)cc2)c(O)c2ccccc21 | 4 | 809 | x | 9%
COc1cccc(CNCCc2c[nH]c3ccccc23)c1 | -1 | 796 | x | 1%
Fc1ccc(CNC2CN3CCC2CC3)cc1 (configuration not stated) | -4 | 798 | x | 14%
CC(=O)c1ccc(NC2=NCCCS2)cc1 | 6 | 829 | x | 9%

# Brought forward from above: 3 entries, then new ones.
smiles | Hep lipid drop | Hep lipid drop cells 6.5 µM | Yfh1-off respiration | NOD2 inhibition
COc1cccc(CNCCc2c[nH]c3ccccc23)c1 | -1 | 796 | x | 1%
Fc1ccc(CNC2CN3CCC2CC3)cc1 (configuration not stated) | -4 | 798 | x | 14%
CC(=O)c1ccc(NC2=NCCCS2)cc1 | 6 | 829 | x | 9%
O=C(c1cc2cc(Cl)ccc2[nH]1)N1CCC2(CC1)OCCO2 | -2 | 761 | x | 0%
COC(=O)Cn1cc(/C=C2\C(=O)NC(=O)N(c3ccc(OC)cc3)C2=O)c2ccccc21 | -8 | 762 | x | -3%
Cc1cc(Oc2cc(NN3CCCCC3)c([N+](=O)[O-])cc2[N+](=O)[O-])ccc1[N+](=O)[O-] | 15 | 814 | x | 3%
Oc1ccccc1C1NCc2ccccc2-n2cccc21 (configuration not stated) | -2 | 673 | x | 16%
CC/C(=N\NC(=O)c1ccccc1Cl)c1c(O)n(C2CCCCC2)c(=O)[nH]c1=O | -20 | 728 | x | 9%
Oc1ccc(C(=C(Cl)Cl)c2ccc(O)cc2)cc1 | 17 | 679 | x | 12%
CCN1C[C@]2(OC(=O)c3ccccc3NC(C)=O)CCC(OC)C34C5C[C@H]6C(OC)[C@]5(O)[C@](O)(C[C@@H]6OC)C(C[C@@H]32)[C@H]14 (some centres not stated) | 11 | 714 | x | 7%
CCC(C)N1CCN(C(=O)COc2ccc3ccccc3c2)CC1 (configuration not stated) | 4 | 804 | x | -14%
COc1ccc(CC(=O)N2C[C@H]3C[C@@H](C2)c2cccc(=O)n2C3)cc1 | -2 | 849 | x | 8%
COc1cccc(CNCCc2cccc(F)c2)c1OC | -5 | 765 | x | -7%
COc1ccc(N2CCN(Cc3nc4ccccc4[nH]3)CC2)cc1 | -18 | 765 | x | -1%
Cc1ccc(OCCOc2cccc(C=C3C(=O)NC(=O)NC3=O)c2)c(C)c1 | 2 | 851 | x | -133%
COc1cccc(-n2c(CN3CCOCC3)nc3ccc([N+](=O)[O-])cc3c2=O)c1 | 24 | 639 | x | 3%
CCOc1cc(CNCCc2cccc(F)c2)ccc1OC | 6 | 819 | x | -6%
COc1cccc(CN2CCN(C(=O)Cc3ccccc3OC)CC2)c1 | 4 | 833 | x | 5%
ClCCN1CCN(c2ccnc3cc(Cl)ccc23)CC1 | -3 | 761 | x | 9%
COC(=O)N(c1ccccc1)P(=O)(Oc1ccccc1)Oc1ccccc1 | 3 | 822 | x | -23%
O=C(c1cc2cc(Br)ccc2[nH]1)N1CCC2(CC1)OCCO2 | 14 | 719 | x | 9%
COc1ccc(Br)cc1CNCCc1cccc(Cl)c1 | 9 | 809 | x | 1%
COc1ccccc1/C=C1\C(=O)NC(=S)N(c2ccccc2)C1=O | 3 | 801 | x | 12%
O=C(CCNC(=O)N1C[C@H]2C[C@@H](C1)c1cccc(=O)n1C2)Nc1ccc(F)cc1 | -3 | 779 | x | 8%
Cc1ccc(N2C(=O)CC(=O)NC2=O)c(C)c1 | -2 | 734 | x | 10%
CCN1CCN(Cc2nc3ccc([N+](=O)[O-])cc3c(=O)n2-c2ccccc2F)CC1 | 0 | 804 | x | -11%
C[C@]12CCC(=O)C=C1CC[C@@H]1C2[C@H](O)C[C@]2(C)C(=O)CCC12 (some centres not stated) | -3 | 813 | x | 18%
COCCNC(=O)CN1C(=O)C(C)N=C(c2ccccc2)c2cc(Cl)ccc21 (configuration not stated) | -33 | 779 | x | -7%
CCN(CC)c1ccc(N=Cc2c(O)[nH]c(=O)[nH]c2=O)cc1 | 16 | 873 | x | -19%
COc1ccc(CNCCc2ccc(Cl)cc2Cl)cc1 | -15 | 772 | x | -28%
CCOC(=O)C1CCN(C(C)C(=O)c2c[nH]c3ccccc23)CC1 (configuration not stated) | 1 | 821 | x | -18%
COc1ccccc1CN1CCCC(C(=O)c2ccccc2OC)C1 (configuration not stated) | -23 | 792 | x | 10%
CC/C(=N\NC(=O)c1ccccc1)c1c(O)n(C2CCCCC2)c(=O)[nH]c1=O | -2 | 702 | x | 24%
CN1CCN(Cc2cc3c(cc2[N+](=O)[O-])OCO3)CC1 | -9 | 741 | x | -1%
COc1cccc(CC(=O)N(C)C2CCCN(Cc3ccccc3F)C2)c1 (configuration not stated) | -22 | 845 | x | -18%
C=CCN1CCc2cccc3c2[C@H]1Cc1ccc(O)c(O)c1-3 | -2 | 808 | x | 19%
CC(C)CCn1c(=O)c(C(=O)NCc2ccc3c(c2)OCO3)c(O)c2ccccc21 | -5 | 786 | x | 14%
O=C(CCc1nnc2ccc(NCc3ccc(F)cc3)nn12)N1CCC2(CC1)OCCO2 | -3 | 709 | x | 8%
Cn1c(O)c(C=Nc2ccc(F)cc2)c(=O)[nH]c1=O | 6 | 755 | x | -5%
Cc1c(C)c2cc(Cl)c(OCC(=O)N3C[C@H]4C[C@@H](C3)c3cccc(=O)n3C4)cc2oc1=O | -14 | 759 | x | 0%
COc1ccccc1CCNC1CCCCCC1 | -2 | 771 | x | -10%
Cc1c(C)c2ccc(OCC(=O)N3C[C@H]4C[C@@H](C3)c3cccc(=O)n3C4)c(C)c2oc1=O | -3 | 820 | x | -6%
Cc1ccc(S(=O)(=O)N(C)c2ccc(C(=O)NCC3(N(C)C)CCCCC3)cc2)cc1 | -4 | 647 | x | -12%
Cc1cc(=O)oc2c(C)c(OCC(=O)N3CCN(Cc4ccccc4)CC3)ccc12 | 4 | 695 | x | 9%
COc1cc(C(C)=O)ccc1OC(=O)N(C)c1ccccc1 | -4 | 783 | x | 4%
Cc1ccsc1CNCCc1ccccc1F | 2 | 840 | x | -20%
Cc1cc2oc(=O)cc(-c3cc4ccccc4o3)c2cc1OC(=O)N(C)C | -4 | 635 | x | 13%
CCCCCn1c(=O)c(C(=O)Nc2ncccc2C)c(O)c2ccccc21 | 1 | 843 | x | -1%
COc1ccc(CCNCc2cccn2C)cc1 | -5 | 856 | x | -1%
COc1ccc(CCNCc2ccsc2)cc1OC | 2 | 848 | x | 2%
CCCCCn1c(=O)c(C(=O)NCc2ccccc2)c(O)c2ccccc21 | -18 | 836 | x | 16%
Cc1cc(OCC(=O)NCC(O)c2ccccc2)c2c3c(c(=O)oc2c1)CCC3 (configuration not stated) | 19 | 700 | x | 23%
CCN(CC)C(=O)c1ccc(NC(=O)c2cn(-c3ccccc3)nc2-c2ccc(OC)cc2)cc1 | 32 | 694 | x | 17%
COc1ccc2c(c1OC)CN1CCc3cc4c(cc3C1C2)OCO4 (configuration not stated) | 0 | 783 | x | 32%
CCc1cc(=O)oc2cc(OCC(=O)N3C[C@H]4C[C@@H](C3)c3cccc(=O)n3C4)c(Cl)cc12 | 4 | 789 | x | 4%
C[N+]1(C)[C@@H]2CC[C@H]1CC(OC(=O)[C@@H](CO)c1ccccc1)C2 (some centres not stated) | -1 | 786 | x | 14%

# Assay outcomes from PubChem BioAssay.
